High-throughput results deposited in PubChem by several laboratories.
Salmonella PhoP GFP – inhibitors of PhoP regulon expression, primary screen, Salmonella Typhimurium, GFP reporter (AID 1863) | S. Typhimurium PhoP-regulated promoter GFP reporter, 4 h; higher % means a stronger effect | inhibition, % at 50 µM; hits with a dose series show IC50 in µM | 300,000 tested, 0.16% active;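 active = inhibition over 29.93%, a cutoff 3 SD above the screen mean, later confirmed by dose response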;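 note: 0% = low Mg2+ inducing control and 100% = high Mg2+ repressing control; strong numbers were not always called active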
MT stabilize HCS – microtubule stabilization, imaging screen | HeLa tubulin immunostaining HCS, 24 h; share of cells brighter than vehicle mean+2SD | % tubulin-high responders, % at 10 µM | 200,000 tested, 0.83% active | AID 2205;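 active = plate Z-score above 3 for both tubulin-high and condensed-nucleus cell shares, with cell loss under 80%, at 10 µM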;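 note: anti alpha tubulin signal scored within the nucleus-defined area of each cell; some results filed as inactive read as strong as hits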
Autophagy HCS – alters autophagy in cells | MEF GFP-LC3 puncta imaging; test concentration mostly 10 µM | calls only at 10 µM (by protocol) | 190,000 tested, 0.98% active | AID 463193;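 active = percentage of spot-positive cells more than 3 SD above its plate mean, without a fluorescence outlier flag or 80% toxicity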;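 note: spot-positive cell cutoff set from DMSO-treated cells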
CSM14.1 death rescue – rescue of cells from ER stress-induced death, primary screen, 384-well, CSM14.1, thapsigargin, ATP luminescence (AID 1222). CSM14.1 thapsigargin-induced death rescue, ATP luminescence; higher % means a stronger effect. cellular ATP content (survival), % at 20 µM; hits with a dose series show EC50 in µM. 190,000 tested, under 10 active;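 active = EC50 below 50 µM in the dose-response confirmation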;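 note: death triggered by thapsigargin at about 15 µM added after 2 h compound pretreatment; cell ATP read after overnight thapsigargin exposure of roughly 18 to 22 hours; normalized against plate controls of thapsigargin alone and 5% DMSO vehicle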
Ins promoter up – MIN6 insulin promoter up-regulation; MIN6 insulin promoter-GFP reporter, high-content imaging; stronger effect = higher value; z-score at 5 µM; 190,000 tested, 0.3% active;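 active = z-score above 3 at 5 µM with at least 500 cells counted in the well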
T cell modulator – T cell immune modulation candidate | 2C CD8+ T cell-vesicle binding, flow cytometry; stronger effect = lower value | calls only at 7 µM | 330,000 tested, 0.068% active | AID 2052;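 active = response, share of CD8 T cells binding vesicles, and their 90th percentile fluorescence all below set limits, cut at about 80% in these data, passing the limit was not always enough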
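Assay system – 2C mouse CD8+ T cells · Also added – QL9-loaded Drosophila micro-vesicles · Timing – Cell–vesicle co-incubation 1.5 h at 37 °C, staining 20 min on ice · Signal – flow cytometry of vesicle-bound cells · Measure – percent CD8+ FL2 mean versus row control · Controls – Peptide-free naked vesicles (low) and QL9 vesicles with 0.7% DMSO vehicle (high)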
Dynein cargo inh – blocks dynein driven cargo transport along microtubules. 3617.4 mouse cells, GR-EGFP nuclear translocation imaging; test concentration mostly 20 µM; stimulated with dexamethasone, 1 µM; stronger effect = lower value. z-score, hits read low. 220,000 tested, 0.47% active. AID 1381;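 active = plate z-score of nuclear minus cytoplasmic receptor signal below a set negative limit, without overly bright fluorescence or cell loss, cut at about -3.5 in these data, passing the limit was not always enough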;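 note: z-score of nuclear minus cytoplasmic ring GR-EGFP intensity difference per well; some compounds called inactive have numbers as strong as hits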
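Also added – dexamethasone, 1.0 µM final · Buffer or medium – tet-free, stripped-serum medium · Schedule – induction 48 h, compound 1 h, agonist 30 min · Detection – formaldehyde fixation, Hoechst nuclear stain, 10x automated fluorescence imaging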
bCat nuc transl – modulators of beta-catenin nuclear translocation | HeLa beta-catenin nuclear translocation, immunofluorescence imaging | nuclear translocation activity, % at 5 µM | 190,000 tested, 0.3% active;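 active = nuclear translocation activity above 50% at 5 µM, with a well cell count of 50 or more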;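 note: per-cell ratio of nuclear to cytoplasmic median beta-catenin stain intensity; plate controls were DMSO negative control for no effect and GSK-3 inhibitor IX positive control for full effect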
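Test system: human HeLa cells, endogenous beta-catenin. Times: 24 h compound exposure, 37°C. Measured by: beta-catenin immunofluorescence imaging with DAPI.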
Lipid droplet – modulators of hepatic lipid droplet formation; AML12 mouse hepatocytes, oleate lipid droplets, BODIPY imaging; inhibition, % at 6.5 µM; 240,000 tested, 0.4% active;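 active = lipid droplet intensity inhibited by at least 50%, with more than 500 cells counted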
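Test system: AML12 hepatocytes (mouse); reagent: oleate loading, 100 µM; dosing: one dose, 6.5 µM compound; incubation: overnight exposure; signal: fluorescence imaging, 20x objective, two fields per well; read-out basis: % inhibition of corrected integrated BODIPY droplet signal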
Dynein cargo inh cytoplasmic EGFP – also measured in Dynein cargo inh; calls as there; z-score; measured here: cytoplasmic GR-EGFP intensity; stronger effect = higher value
Dynein cargo inh nuclear GR-EGFP – further read-out of Dynein cargo inh, marked with its call; z-score; measured here: nuclear GR-EGFP intensity;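 lower value marks the stronger effect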
Dynein cargo inh cell count – recorded beside Dynein cargo inh, whose call it bears; z-score; measured here: cell count per field
Ins promoter up cell count – recorded beside Ins promoter up, whose call it bears; cell count; measured here: cytotoxicity, nuclei count;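 total cells summed across four imaged fields per well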
Lipid droplet cells 6.5 µM – second read-out of Lipid droplet, no call of its own (marks repeat the call); cell count; measured here: cell count, cytotoxicity flag;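 cells counted across two imaged fields per well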
bCat nuc transl cell count 5 µM – second read-out of bCat nuc transl, no call of its own (marks repeat the call); cell count; measured here: cell count, cytotoxicity flag
T cell modulator vesicle-bound % – recorded beside T cell modulator, whose call it bears; double positive events, %; measured here: CD8+ vesicle-bound cell fraction;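 binding gate set so that unloaded-vesicle control wells show 10% double positive cells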
MT stabilize HCS Hoechst-high % – further read-out of MT stabilize HCS, marked with its call; % Hoechst-high responders; measured here: nuclear condensation Hoechst responders;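 share of cells brighter than vehicle mean plus two SD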
MT stabilize HCS cytotoxicity % – also measured in MT stabilize HCS; calls as there; toxicity, %; measured here: cytotoxicity by cell density;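 0% = mean cell density of plate MIN control wells and 100% = no cells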
Autophagy HCS cell loss 18 h – also measured in Autophagy HCS; calls as there; toxicity, %; measured here: cell loss, nuclei count;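 cell loss after 18 h compound exposure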
Numbers without * were called inactive; i = inactive; . = no result given.

Each structure is followed by: Salmonella PhoP GFP	MT stabilize HCS	MT stabilize HCS Hoechst-high %	MT stabilize HCS cytotoxicity %	Autophagy HCS	Autophagy HCS cell loss 18 h	CSM14.1 death rescue	Ins promoter up	Ins promoter up cell count	T cell modulator	T cell modulator vesicle-bound %	Dynein cargo inh	Dynein cargo inh cytoplasmic EGFP	Dynein cargo inh nuclear GR-EGFP	Dynein cargo inh cell count	bCat nuc transl	bCat nuc transl cell count 5 µM	Lipid droplet	Lipid droplet cells 6.5 µM
Nc1ccc(-c2nc3cc([N+](=O)[O-])ccc3o2)cc1
→ 16%	.	.	.	.	.	.	2	764	i	9	-0.46	-0.83	-0.52	1.5	1.1	1421	-35	722
COc1cccc(NC(=O)CSc2nc3ccccc3n2C)c1
→ 0%	6.2	2.8	2.9	i	-36	-0.3%	-0.47	1582	i	56	0.58	-0.24	0.4	-0.43	-3.6	1031	-14	669
CC(C)NS(=O)(=O)c1ccc(OCC(=O)Nc2cccc3ccccc23)cc1
→ -5%	1.6	1.5	6.0	i	-2	-0.8%	0.91	816	i	28	0.43	-0.16	0.66	-0.32	.	.	12	787
O=C(CC(SCCO)c1ccc(F)cc1)c1ccco1 (stereo unspecified)
→ 2%	1.4	1.3	3.3	i	-18	1.9%	2.8	1569	i	60	-2.4	0.19	-0.85	0.29	0.8	1411	.	.
COc1cccc(OCCn2c(C)c(/C=N/n3cnnc3)c3ccccc32)c1
→ -11%	2.0	1.4	13	i	-4	-1.5%	-1.4	1248	i	26	0.77	-0.15	0.5	-0.4	1.1	784	.	.
C=CCNC(=O)c1ccccc1NS(=O)(=O)c1ccc(SC)cc1
→ -5%	1.1	2.6	41	i	4	-1.8%	-1	1296	i	32	-1	-0.15	-0.28	-0.27	.	.	8	754
Oc1ccc(-c2csc(-c3cccnc3)n2)c(O)c1
→ -9%	12*	27*	29*	i	9	-3.0%	0.37	1196	i	66	-2.9	0.22	-0.85	0.84	25	261	1	677
CC1Cc2ccccc2N1C(=O)CCNS(=O)(=O)c1cccc2nsnc12 (stereo unspecified)
→ -13%	12	2.0	1.5	i	8	3.4%	.	.	i	4	1.2	-0.31	0.86	0.45	.	.	.	.
O=C(NC1CCCCC1)C(c1ccccc1)N(Cc1ccco1)C(=O)Cn1cnc2ccccc21 (stereo unspecified)
→ 4%	6.9	1.9	6.3	i	14	15%	.	.	.	.	2.8	0.026	1.9	-1.1	-0.1	507	-15	715
CCOC(=O)c1c(NC(=O)C2=C(C)NC(=S)NC2c2ccc(CC)cc2)sc(C)c1C (stereo unspecified)
→ -1%	2.0	14	5.5	i	-16	-2.0%	-0.17	1373	i	10	-0.55	-0.32	-0.58	0.78	.	.	-10	707
c1coc(CNc2nc(-c3ccncc3)cs2)c1
→ 0%	3.5	2.9	9.5	i	-5	-1.7%	-0.2	1096	i	48	0.89	-0.046	0.4	-0.059	-2.7	1207	2	806
CSc1ccc(C#N)cc1NC(=O)c1ccc(Cl)nc1
→ -8%	1.9	1.6	9.8	i	-3	-1.4%	0.06	1581	i	43	-0.58	-0.34	-0.27	0.84	-4.9	1042	-4	696
O=C1c2ccccc2C(=O)N1CCCCN(C(=O)c1cc([N+](=O)[O-])ccc1Cl)c1ccc(Cl)cc1
→ 23%	2.2	2.3	1.3	i	5	-2.5%	-0.58	1502	i	8	-0.59	-0.31	-0.43	0.4	-0.2	1120	0	686
Cc1ccc(OCc2cc(C(=O)Nc3ccccc3)oc2C)cc1
→ 4%	2.0	1.4	4.6	i	-9	-0.4%	1.2	824	i	27	-0.33	-0.32	-0.099	0.61	.	.	9	832
COC(=O)c1nn(-c2ccc(OC)cc2)c(=O)cc1O
→ 11%	2.0	1.8	3.0	i	-8	-1.6%	2.4	918	i	36	-0.76	-0.17	-0.67	0.27	-0.2	1082	.	.
Cc1ccc2c(c1)-c1ncc(C(=O)c3cc(Br)ccc3O)cc1CO2
→ -3%	3.8	2.9	0.2	i	4	-1.7%	-0.56	1278	i	42	-0.38	-0.35	-0.43	0.91	0.2	1484	1	735
COc1ccccc1-c1cc(C(F)(F)F)nc(S(=O)(=O)CCCC(=O)Nc2cccnc2Cl)n1
→ -3%	4.0	2.3	13	i	8	2.4%	0.58	1030	.	.	-4.4*	2.8*	-2.1*	-0.36*	-0.8	1023	2	731
O=C(C1=NNCC1c1ccccc1)C1OC1c1ccccc1 (stereo unspecified)
→ 1%	.	.	.	.	.	.	0.03	1004	i	49	-0.22	-0.23	0.25	0.84	1.8	1351	5	746
O=C(N/N=C/c1ccc([N+](=O)[O-])cc1)c1c[nH]c2ccccc12
→ 0%	4.6	2.0	9.2	i	-1	-2.3%	0.48	1406	i	29	-0.32	-0.35	-0.14	0.66	-1.5	1153	1	691
O=C(CSc1nnnn1C1CCCC1)N1CCN(C(=O)c2ccco2)CC1
→ 1%	2.1	1.2	2.5	i	0	0.6%	.	.	i	34	-1.6	-0.25	-1.3	0.73	0.1	1020	-8	647
O=C(O)CCCC(=O)N1CCN(c2nc(-c3ccccc3)c3ccccc3n2)CC1
→ 5%	1.8	2.6	6.3	i	-35	0.2%	0.34	1061	i	38	0.37	-0.2	0.31	0.076	.	.	.	.
Cc1ccc(Cl)cc1N1CCN(C(=O)CSc2ccsc2[N+](=O)[O-])CC1
→ -5%	3.7	1.8	3.9	i	12	0.0%	0.04	1314	i	49	0.11	-0.19	0.53	-0.78	0.3	1231	13	632
CCOc1ccccc1NS(=O)(=O)c1cn(C)c(=O)n(C)c1=O
→ -9%	.	.	.	.	.	.	0.04	1033	i	12	2.6	-0.074	2.4	-2.5	-0.1	1379	0	693
CC(=O)CCc1ccc(Oc2nc(-c3cccnc3)nc3ccccc23)cc1
→ 4%	2.9	3.0	10	i	-12	0.8%	0.35	1433	i	33	2.4	-0.18	0.75	-0.62	5.4	1100	2	697
CCC(=O)NC(=S)Nc1ccc(NC(=O)c2ccco2)c(OC)c1
→ -23%	3.0	2.6	3.4	i	-6	-0.1%	-0.02	1293	i	34	-0.076	-0.28	-0.3	0.83	2.4	894	4	656
CCOC(=O)c1ccccc1NC(=O)CSc1nnc(Cc2cccn2C)n1-c1ccc(F)cc1
→ -14%	7.3	2.2	11	i	1	-0.4%	-1	1068	i	32	1.7	0.25	1.5	-1.3	-4.0	1410	.	.
CCn1c(Cc2ccccc2)nnc1SCC(=O)Nc1ccccc1
→ 0%	1.6	1.9	8.4	i	-7	-1.0%	-0.29	953	i	19	-0.58	-0.2	-0.23	0.031	-0.4	1179	.	.
O=C(COC(=O)c1ccc2[nH]c3c(c2c1)CCCC3)NC1CCS(=O)(=O)C1 (stereo unspecified)
→ 5%	3.3	2.1	2.1	i	19	-0.8%	-0.67	1201	i	57	-0.2	-0.24	-0.25	0.35	-5.8	1177	14	728
CN(CCO)C(=O)C(c1ccccc1)c1ccccc1
→ -11%	.	.	.	.	.	.	-0.5	1036	i	54	-0.44	-0.11	-0.24	0.52	0.5	1327	28	698
NS(=O)(=O)c1ccc(NC(=O)Cc2c(F)cccc2Cl)cc1
→ -8%	3.3	1.7	3.6	i	-5	-0.6%	.	.	i	55	-0.46	-0.39	0.18	0.97	0.3	1469	5	656
O=C(NCc1ccco1)Nc1ccc2nsnc2c1
→ -4%	1.9	2.8	15	i	15	.	0.2	1187	i	35	-0.99	-0.073	0.14	-0.16	-0.4	1100	-3	590
COc1ccc(/C=C/C(=O)O)cc1COc1cccc(C)c1
→ 31%	4.3	2.5	9.8	i	1	-2.2%	0.84	1334	i	57	0.73	-0.094	0.45	0.42	3.2	560	9	596
Cc1cccc(C(=O)N2CCC(=O)N(C(COCc3ccccc3)Cc3ccccc3)CC2)c1 (stereo unspecified)
→ -3%	1.6	1.6	3.3	i	-4	4.7%	-0.52	1313	i	20	-0.99	-0.13	0.11	0.45	.	.	-18	713
CCN(CC)S(=O)(=O)c1ccc2c(c1)c(=O)c(C(=O)NCCCN(C)c1ccccc1)cn2C
→ -8%	2.6	2.7	9.2	i	13	-2.3%	-2	1301	i	17	-0.015	-0.17	0.21	0.2	.	.	-2	690
C/C(=N\NC(=O)CCC(=O)Nc1ccccc1)c1cccs1
→ 4%	4.7	2.5	6.5	i	15	-0.2%	-0.01	1191	i	45	-0.52	-0.21	-0.57	0.82	5.6	490	-4	650
O=C(CSCc1ccc([N+](=O)[O-])cc1)Nc1ccccc1C(=O)O
→ -12%	1.0	0.9	5.2	i	-9	0.7%	0.73	1554	i	34	-1	-0.3	-0.17	0.57	-6.0	1058	1	726
